Screening results as filed in PubChem BioAssay.
LMPTP inh – LMPTP phosphatase inhibitors, primary screen, biochemical, fluorescence intensity, uHTS; inhibition, % at 20 µM; recombinant LMPTP-A, OMFP fluorogenic substrate; Low molecular weight phosphotyrosine protein phosphatase (Homo sapiens), P24666; 0.22% of 360,000 active;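 active = compounds that cut the enzyme signal by at least half of the control window in the single-dose screen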;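 note: plate controls were DMSO wells with enzyme plus substrate for no effect and substrate without enzyme for full effect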
Target sequence (P24666 whole entry, looked up): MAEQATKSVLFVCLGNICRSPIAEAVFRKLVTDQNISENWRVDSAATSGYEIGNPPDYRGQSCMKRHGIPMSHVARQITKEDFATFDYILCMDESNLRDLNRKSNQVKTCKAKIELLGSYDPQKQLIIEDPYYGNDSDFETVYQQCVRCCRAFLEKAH
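Test system – LMPTP-A enzyme · Amount – LMPTP-A at 0.625 nM final in the reaction · Buffer or medium – Bis-Tris pH 6.0, DTT, detergent · Reagent – OMFP 400 µM · Doses – single 20 µM dose · Schedule – reaction 50 min, room temperature, dark · Detection – fluorescence intensity of OMFP turnover product · Evaluation – percent inhibition versus substrate-only and uninhibited controls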
Rpn11 block – Rpn11 (PSMD14) deubiquitinase inhibitors, primary screen, biochemical, fluorescence polarization, uHTS. calls only at 20 µM. human 26S proteasome, Ub4-pepOG fluorescence polarization; 20S core pre-blocked with epoxomicin. AID 588493, 2011. 0.59% of 360,000 active. 26S proteasome non-ATPase regulatory subunit 14 (Homo sapiens), O00487;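 active = inhibition at 20 µM, scaled to each plate's controls, above about 33%, limit read from the data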
Target sequence (O00487 whole entry, looked up): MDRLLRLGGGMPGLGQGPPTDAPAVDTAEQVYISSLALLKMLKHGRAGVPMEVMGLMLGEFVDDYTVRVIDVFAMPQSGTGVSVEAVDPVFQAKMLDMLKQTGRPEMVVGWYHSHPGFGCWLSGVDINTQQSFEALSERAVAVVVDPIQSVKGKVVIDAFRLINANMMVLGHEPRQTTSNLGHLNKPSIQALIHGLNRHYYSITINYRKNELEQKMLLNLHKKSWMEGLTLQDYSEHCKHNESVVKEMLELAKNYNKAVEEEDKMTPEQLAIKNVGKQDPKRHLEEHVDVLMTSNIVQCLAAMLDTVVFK
DNMT1 block – human DNMT1 methyltransferase inhibitors, primary screen, biochemical, molecular beacon, fluorescence, HinP1I cleavage, uHTS; inhibition (reported as % activation of signal), % at 10 µM; 0.83% of 360,000 active; AID 588458, 2011; in the data active = inhibition above about 50%
Rin1 Abl inh – inhibitors of Rin1-Abl protein binding, primary screen, biochemical, TR-FRET; inhibition, % at 7.35 µM; Tyrosine-protein kinase ABL1 (Homo sapiens) + Ras and Rab interactor 1 (Homo sapiens), …; 0.4% of 360,000 active; in the data active = inhibition above about 5%, passing the limit was not always enough
CSN inh – inhibitors of CSN-mediated cullin deneddylation, primary screen, biochemical, fluorescence polarization, uHTS. inhibition, % at 12.5 µM. Purified CSN, SCF-Nedd8-OG deneddylation. 0.38% of 360,000 active. COP9 signalosome complex subunit 5 (Homo sapiens), Q92905;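 active = pattern-corrected inhibition above about 35%, with an unprinted fluorescence ratio check between 0.5 and 1.5, limit read from the data, passing the limit was not always enough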;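 note: 0% = enzyme with substrate and 100% = substrate without enzyme; some results filed as inactive read as strong as hits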
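Material: purified human Csn5 enzyme expressed in HEK293T cells / Medium: Tris buffer pH 7.5, NaCl, DTT, Tween-20, trehalose, ovalbumin / Compound dosing: 12.5 µM single point / Schedule: 90 min incubation of compound, enzyme and substrate at room temperature / Signal: fluorescence polarization of the substrate / Control set: no-enzyme wells high, enzyme-with-substrate wells low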
SUMO1 PPI mod – modulators of SUMO1 protein-protein interactions, primary screen, biochemical, uHTS. Small ubiquitin-related modifier 1 (Homo sapiens), P63165. SUMO1 binding to a labelled peptide, TR-FRET, 1 h. inhibition, % at 20 µM. 0.33% of 360,000 active; in the data active = inhibition above about 37%
STEP block – STEP phosphatase inhibitors, primary screen, biochemical, fluorescence intensity, uHTS. Tyrosine-protein phosphatase non-receptor type 5 (Homo sapiens), P54829. recombinant STEP, OMFP fluorogenic substrate. inhibition, % at 20 µM. 0.25% of 360,000 active. AID 588621, 2011;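 active = inhibition at 20 µM, scaled per plate between control wells, above about 37%, limit read from the data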;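 note: 0% = DMSO with enzyme and substrate and 100% = substrate only without enzyme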
Target sequence (P54829 whole entry, looked up): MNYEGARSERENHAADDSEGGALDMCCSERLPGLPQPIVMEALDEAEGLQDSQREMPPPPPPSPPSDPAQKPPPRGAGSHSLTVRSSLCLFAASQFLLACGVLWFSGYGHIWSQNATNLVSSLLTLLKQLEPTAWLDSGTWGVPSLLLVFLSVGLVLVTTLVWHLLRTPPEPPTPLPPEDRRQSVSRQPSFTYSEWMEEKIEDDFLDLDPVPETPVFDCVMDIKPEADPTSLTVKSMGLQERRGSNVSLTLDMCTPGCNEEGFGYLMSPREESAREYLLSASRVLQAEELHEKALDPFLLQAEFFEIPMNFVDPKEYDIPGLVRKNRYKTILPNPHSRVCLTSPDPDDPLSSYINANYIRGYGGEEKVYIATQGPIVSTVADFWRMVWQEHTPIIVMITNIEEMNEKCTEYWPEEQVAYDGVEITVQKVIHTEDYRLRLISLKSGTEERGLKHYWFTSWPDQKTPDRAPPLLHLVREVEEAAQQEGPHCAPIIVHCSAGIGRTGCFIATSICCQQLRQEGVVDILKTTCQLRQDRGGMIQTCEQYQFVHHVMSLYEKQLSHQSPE
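Material: STEP (striatal-enriched tyrosine phosphatase) enzyme, cell-free; Compound dosing: 20 µM single dose in 1% DMSO; Technique: fluorescence read at 480 nm ex / 540 nm em; Times: reaction 20 min, ambient temperature; Medium: 50 mM Bis-Tris pH 6.0 with 2.5 mM DTT and 0.005% Tween 20; Also added: OMFP at 25 µM.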
Scp-1 inhibitor – Scp-1 phosphatase inhibitors, primary screen, biochemical, colorimetric, uHTS; Recombinant Scp1, phosphopeptide, malachite green phosphate absorbance; Carboxy-terminal domain RNA polymerase II polypeptide A small phosphatase 1 (Homo …; 0.88% of 340,000 active; inhibition, % at 20 µM;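 active = inhibition above about 50% at 20 µM, limit read from the data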;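 note: plate controls were DMSO wells with enzyme for no effect and wells lacking enzyme for full effect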
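Material: truncated SCP-1 phosphatase (76-261aa) / Buffer or medium: 50 mM Tris acetate pH 5.5, 0.005% Tween-20, 10 mM MgCl2 / Compound dosing: one concentration, 20 µM, with 1.0% DMSO / Incubation: 45 min room-temperature reaction, 5 min colour, 30 min stabiliser / Detection: colorimetric free-phosphate detection, absorbance 630 nm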
NadD block – inhibitors of S. aureus NadD, primary screen, biochemical, colorimetric, uHTS; purified NadD enzyme, colorimetric absorbance read-out; inhibition, % at 20 µM; AID 602399, 2012; Nicotinate-nucleotide adenylyltransferase NadD (Staphylococcus aureus N315); 0.78% of 360,000 active; in the data active = inhibition above about 26%; note: some compounds past the cut are filed as inactive
Neddyl block – inhibitors of cullin neddylation, primary screen, biochemical, TR-FRET, uHTS, NAE and Ubc12 | NEDD8-conjugating enzyme Ubc12 (Homo sapiens) + NEDD8-activating enzyme E1 regulatory … | 0.58% of 360,000 active | calls only at 25 µM; in the data active = inhibition above about 36%
An asterisk follows results filed as active; i = inactive; . = no result given.

SMILES	LMPTP inh	Rpn11 block	DNMT1 block	Rin1 Abl inh	CSN inh	SUMO1 PPI mod	STEP block	Scp-1 inhibitor	NadD block	Neddyl block
O=C(NCc1cccnc1)c1ccc(COc2ccc(Cl)cc2Cl)o1	0.2	i	0	3	-7	3	1	-10	-7	i
CCOC(=O)N1CCN(c2cc(N)c([N+](=O)[O-])cc2F)CC1	-0.4	i	-1	-6	-1	-29	4	-9	-4	i
O=C1Cc2ccccc2C(=O)N1OCc1ccc(Cl)cc1Cl	1.1	i	-1	3	-4	-4	3	-4	0	i
Cc1ccc(C(=O)NN2C(=O)/C(=C/c3cn(C)c4ccccc34)SC2=S)cc1	6.4	i	-3	-1	22	-6	-5	-8	18	i
COC(=O)C1C(c2ccc(OC)cc2)C(C(=O)OC)S(=O)(=O)C(CCN2CCCCC2)S1(=O)=O (centres undefined)	-0.5	i	5	-1	-5	19	0	5	-9	i
CCC(C)(C)n1nnnc1CN1CCN(c2nc3cc(OC)ccc3cc2C#N)CC1	3.2	i	-5	2	4	25	-3	-5	-6	i
COc1ccc(Nc2c3c(nc4c(-c5ccccc5)c(C)nn24)CCC3)cc1	-1.9	i	7	-5	-10	-2	-1	4	1	i
Cc1ccccc1NC(=O)c1ccc(S(=O)(=O)C(F)F)cc1	-0.5	i	0	-4	-6	-3	-2	-5	-8	i
COc1ccccc1C1=CC(=O)C[C@H](c2ccc3c(c2)OCO3)C1	2.1	i	2	-2	-2	-4	1	-6	-1	i
CC1CCCCN1C(=O)NC12CC3CC(CC(C3)C1)C2 (centres undefined)	-1.4	i	4	0	-6	-2	-2	-3	-5	i
Cc1nn(C2CCS(=O)(=O)C2)c(C)c1C=O (centres undefined)	-0.8	i	1	7	2	4	0	3	-6	i
Cc1cc(C)c2cc(CN(CCO)Cc3nnnn3Cc3ccccc3)c(=O)[nH]c2c1	-1.9	i	0	-2	-2	-11	1	6	7	i
Cc1nc(C)n(CCNS(=O)(=O)c2ccc(C)c(C)c2)n1	-0.5	i	-1	-1	0	-1	0	-4	-4	i
CCNS(=O)(=O)c1ccc(CCC(=O)N2CCN(c3cc(Cl)ccc3C)CC2)cc1	-0.2	i	-3	3	-2	-2	2	-7	-3	i
Cc1nn(CCOc2ccc(Br)cc2)c(C)c1[N+](=O)[O-]	-0.9	i	-2	2	2	0	-3	-14	-5	i
COC(=O)c1ccc(NC(=O)c2c(Br)cnn2C)cc1	-2.9	i	-10	-3	0	1	6	-7	-3	i
CCCN1C(=O)SC(CC(=O)Nc2ccccc2C)C1=O (centres undefined)	-2.3	i	1	0	4	1	-2	-2	-4	i
CCOC(=O)c1c(NC(=O)CSC2=NN3CCCC(=O)N=C3S2)sc2c1CCCCC2	3.8	i	-6	0	0	-5	0	-12	-1	i
O=C(CN1C(=O)c2cccc([N+](=O)[O-])c2C1=O)NCc1ccccc1	-1.5	i	-1	-1	-6	-31	-1	-13	-6	i
O=C(CSCc1ccccc1Cl)N/N=C/c1ccco1	-0.3	i	2	2	-6	-3	0	-1	1	i
OC(c1ccccc1)c1ncc(-c2ccc(Oc3ccccc3)cc2)[nH]1 (centres undefined)	0.0	i	-4	-1	4	3	-1	.	7	i
CC(c1n[nH]c(=S)n1-c1ccc(F)cc1)N1CCCCC1 (centres undefined)	-2.3	i	3	5	1	0	-4	-4	-2	i
NS(=O)(=O)c1ccc(NC(NC(=O)c2cccnc2)C(Cl)(Cl)Cl)cc1 (centres undefined)	-1.7	i	0	2	-3	3	-4	-4	1	i
O=C(O)Cc1ccc(Oc2ncc(C(F)(F)F)cc2Cl)cc1	-0.9	i	-2	-1	-6	2	-1	-3	-2	i
Cc1ccc(NC(=O)CN(C)C(=O)Cn2ccsc2=N)cc1	-1.1	i	-3	-3	-7	2	-2	-12	-5	i
Next part.
SMILES	LMPTP inh	Rpn11 block	DNMT1 block	Rin1 Abl inh	CSN inh	SUMO1 PPI mod	STEP block	Scp-1 inhibitor	NadD block	Neddyl block
O=C(CC1CCCCC1)NCc1ccco1	-0.6	i	4	0	0	-4	0	1	-3	i
COc1ccc(-n2cc(CNC(C)c3ccncn3)c(-c3cccc(F)c3)n2)cc1 (centres undefined)	-1.2	i	-5	6	2	3	-2	-5	5	i
COC(=O)C1=C(C)NC(=O)NC1c1ccc2c(c1)OCO2 (centres undefined)	-1.5	i	6	-2	-1	0	0	-6	1	i
COc1cc(/C=C2/C(=N)N3N=C(C)SC3=NC2=O)ccc1OS(=O)(=O)c1ccc(C)cc1	0.7	i	2	3	-4	16	0	-4	1	i
CCCC(=O)Nc1cccc(NC(=O)c2ccc3c(c2)OCCO3)c1	-0.7	i	4	-2	-3	-2	1	-1	-4	i
CCC(C)[C@H](NC(=O)NCCCN1CCOCC1)C(=O)OC (some centres undefined)	-4.5	i	2	-4	2	1	-2	-4	4	i
CCC(=O)Nc1cccc(NC(=S)NC(=O)c2cccs2)c1	1.5	i	-4	-2	-1	-1	-4	-7	-5	i
CCOC(=O)c1sc2ccccc2c1OC(=O)c1ccccc1	2.0	i	0	1	-1	2	-2	-11	3	i
COc1ccc(S(=O)(=O)N2CCC[C@H]2C(=O)N2CCC[C@H]2C(=O)NCc2ccccc2)cc1C	-0.6	.	.	.	5	-1	.	.	1	i
Cc1cc(C(=O)CN2C(=O)c3ccccc3S2(=O)=O)c(C)n1CC1CCCO1 (centres undefined)	-1.1	i	-6	2	1	2	-2	-8	-3	i
COc1cc2c(cc1OC)CN(C(=O)c1sc(-c3cnccn3)nc1C)CC2	-0.4	i	-2	0	6	-21	-3	-8	1	i
CC(=O)Nc1ccc(S(=O)(=O)/N=C2\C(=O)c3ccccc3C([O-])=C2n2cc[n+](-c3ccccn3)c2)cc1	2.1	i	-11	0	3	-2	2	-5	3	i
CN(Cc1cccc2cnccc12)C(=O)c1cc(COc2ccc(F)cc2Cl)on1	1.7	i	-3	1	3	-1	1	-4	-5	i
CCOC(=O)C1=CC[C@@H](c2cc(OC)c(OC)c(OC)c2)N(S(=O)(=O)c2ccc(C)cc2)[C@H]1C(=O)OCC	0.2	i	-1	5	-3	4	-1	-4	-3	i
CC(C)(C)c1nc2c(C#N)c(-c3ccc(Cl)cc3)ccn2n1	0.8	i	-14	0	3	-16	-3	-10	-3	i
CC1=C(C(=O)OCc2ccccc2)C(c2ccccc2Cl)NC(=O)N1C (centres undefined)	0.4	i	12	2	1	-1	-2	4	-3	i
CCN(CC)c1ccc(C=NCCc2ccc(S(N)(=O)=O)cc2)cc1	0.0	i	1	1	2	-1	-1	-1	-1	i
CCCCNC(=O)CNC(=O)c1nn(-c2ccc(OC)cc2)c(=O)c2ccccc12	0.0	i	1	1	7	-14	0	-7	-9	i
CNC[C@H]1Oc2cc(Br)ccc2S(=O)(=O)N([C@H](C)CO)C[C@H]1C	-2.5	i	4	-1	11	-2	0	.	-6	i
CN=c1sc(C(=O)Nc2ccccc2)c(C)n1C	-0.9	i	1	-1	-4	2	-2	-9	-6	i
C[C@@H]1CN([C@@H](C)CO)C(=O)CCCn2nncc2CO[C@H]1CN(C)C(=O)Nc1ccc(F)cc1	-2.1	i	4	3	6	0	2	.	-2	i
CCCN(C(=O)C1CCN(S(=O)(=O)c2ccc(OC)c(OC)c2)CC1)C1CCS(=O)(=O)C1 (centres undefined)	-0.9	i	1	2	-4	9	4	-3	3	i
O=C(CN1c2cccc3cccc(c23)S1(=O)=O)Nc1ccccc1F	1.6	i	-7	-2	2	-23	0	0	2	i
CCOc1ccc(OCC(=O)NCc2n[nH]c(=O)c3ccccc23)cc1	-1.7	i	-4	1	-2	2	1	-2	-1	i
Cc1cc(Cl)c(S(=O)(=O)NCc2ccccc2)cc1OCC(N)=O	-0.3	i	2	2	-2	-2	6	-6	-2	i

Shown in CSV form: part of the list above
smiles,LMPTP inh,Rpn11 block,DNMT1 block,Rin1 Abl inh,CSN inh,SUMO1 PPI mod,STEP block,Scp-1 inhibitor,NadD block,Neddyl block
COc1ccc(-n2cc(CNC(C)c3ccncn3)c(-c3cccc(F)c3)n2)cc1 (centres undefined),-1.2,i,-5,6,2,3,-2,-5,5,i
COC(=O)C1=C(C)NC(=O)NC1c1ccc2c(c1)OCO2 (centres undefined),-1.5,i,6,-2,-1,0,0,-6,1,i

(further entries)
SMILES	LMPTP inh	Rpn11 block	DNMT1 block	Rin1 Abl inh	CSN inh	SUMO1 PPI mod	STEP block	Scp-1 inhibitor	NadD block	Neddyl block
COc1ccc(S(=O)(=O)N2CCCCCC2)cc1C(=O)N(C)CC(=O)Nc1ccc(F)cc1	-0.4	i	4	2	1	4	-3	3	-3	i
Cc1ccc(NC(=O)CSC2=NN3CCCC(=O)N=C3S2)cc1Cl	0.4	i	-3	2	-3	2	4	1	3	i
CN(CCOc1ccccc1)CC(=O)Nc1ccc(Br)cc1F	1.3	i	1	0	-4	7	3	-4	2	i
COc1ccc(C(=O)C(C)[n+]2ccc(C)c3ccccc32)cc1[N+](=O)[O-] (centres undefined)	1.6	i	0	-2	20	-24	-5	3	-3	i
Nc1ccccc1C(=O)N1CCCC1	0.5	i	1	0	-14	0	-2	-7	-4	i
O=C(CN(Cc1ccc(Br)cc1)S(=O)(=O)c1ccccc1)NCC1CCCO1 (centres undefined)	-0.4	i	2	0	7	5	-1	0	-5	i
C/C(=N/NC(=O)CNC(=O)c1cccs1)c1ccc(Cl)cc1	-0.3	i	1	-3	-1	0	0	13	-4	i
CCOc1ccc(N2CC(NC(=O)c3ccc4ccccc4c3)CC2=O)cc1 (centres undefined)	-2.4	i	10	2	-5	-6	1	2	-5	i

Random excerpt: 2 records from the list
SMILES	LMPTP inh	Rpn11 block	DNMT1 block	Rin1 Abl inh	CSN inh	SUMO1 PPI mod	STEP block	Scp-1 inhibitor	NadD block	Neddyl block
O=C(CN(Cc1ccc(Br)cc1)S(=O)(=O)c1ccccc1)NCC1CCCO1 (centres undefined)	-0.4	i	2	0	7	5	-1	0	-5	i
CCOc1ccc(N2CC(NC(=O)c3ccc4ccccc4c3)CC2=O)cc1 (centres undefined)	-2.4	i	10	2	-5	-6	1	2	-5	i
